Source: PubChem (National Center for Advancing Translational Sciences (NCATS))
p53 reactivator = qHTS assay for re-activators of p53 using a Luc reporter. H1299 p53-A138V BP100-luciferase reporter, luminescence, 24 h. Potency, µM (doses to about 92.2 µM), inactives show at the highest dose activity change, positive = activation, usual class: activators. actives 0.063% (n = 320,000); note: potency is the fitted concentration of half-maximal effect; % of control where 0% means no effect; nearly all actives have a fitted effect of over 45% in size
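p53-null H1299 cells stably carrying temperature-sensitive p53-A138V and a BP100-luciferase reporter were pinned with compounds (4-point, 1:5 series) and held 24 hrs at 37 deg C. Luminescence was read 10 min after detection reagent.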
ELG1 genotox = qHTS screen for small molecules that induce genotoxicity in human embryonic kidney (HEK293T) cells expressing luciferase-tagged ELG1; HEK293T ELG1-luciferase reporter, luminescence, 16 h; Potency, µM (highest dose often 46 µM), without a hit: top-dose activity change, positive = activation, hits mostly activators; actives 1.3% (n = 330,000); AID 504466, 2011; note: potency is the fitted concentration of half-maximal effect; % of control where 0% means no effect; nearly all actives have a fitted effect of over 60% in size
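HEK293T cells expressing luciferase-tagged ELG1 were exposed to compound or DMSO vehicle for 16 hr at 37 °C and 5% CO2. Luciferase activity was then measured with ONE-Glo after 30 min at room temperature.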
BRCA1 expr act = qHTS Assay to Identify Small Molecule Activators of BRCA1 Expression. MCF7-BRCA1-FFLuc reporter, luminescence, 48 h; response scale: scaled: vehicle 0%, 10 µM genistein 100%. Potency, µM (titrated, usually from 46.1 µM), inactives show top-dose activation, usual class: activators. actives 1.1% (n = 380,000). AID 624202, 2012; note: potency is the fitted concentration of half-maximal effect; nearly all actives have a fitted effect of over 80% in size; some results filed as inactive show a strong effect at the top dose
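48 h compound treatment of MCF7-BRCA1-FFLuc cells (phenol-red free MEM, 37 °C), then 15 min with luciferase substrate and luminescence imaging.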
Giardia kill = Small Molecules that selectively kill Giardia lamblia: qHTS | AID 540267, 2011 | activity change, % at 7.66 µM, hits read low | Giardia lamblia trophozoite viability | actives 0.15% (n = 340,000); in the data active = activity change below about -80%; inconclusive = between about -30% and that limit;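 note: parasites exposed to compound for two days anaerobically before the ATP read; % is set by controls: 0 for no effect and ±100 for the full control effect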
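Giardia trophozoites, 100 cells per well, were exposed to compounds for 48 hrs at 37 deg C under anaerobic conditions; viability was then read as ATP content by bioluminescence after 15-30 min at room temperature.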
* hit, by the source's call; ? = inconclusive; & = joins results of further samples; [ ] = dose if it differs, or a comment. Unless noted, calls come from the whole dose curve; as a rule, active = well fitted activation curve with a large enough effect; inconclusive = small, poorly fitted or top-dose-only effect; inactive = no such curve, though single readings can be large or run the other way. Not all compounds are listed; the hit share may differ from the screen's.

Under each structure: p53 reactivator, ELG1 genotox, BRCA1 expr act, Giardia kill
- Cc1ccsc1C(=O)OC(C)C(=O)Nc1ccc(Cl)cn1 (centres undefined)
  -3%, -1%, -24%, -1
- CCn1c(CCl)nc2cc(S(=O)(=O)N3CCOCC3)ccc21
  -9%, -13%, -44%, 10
- CC(=O)Nc1ccc(S(=O)(=O)Nc2ccc3nc(C)sc3c2)cc1
  -8%, 2%, -25%, 19
- COc1ccc2c(C)cc(SCC(=O)NC3CCCCC3)nc2c1
  0%, -4%, -26%, 4
- COc1cc(NC(=O)COc2ccc(-n3cnnn3)cc2)cc(OC)c1OC
  -6%, -2%, 3%, -18
- COc1ccc(NC(=O)CSc2ccc(NC(C)=O)cc2)cc1S(=O)(=O)N1CCOCC1
  6%, 4%, -8%, -11
- COc1cccc(CN(C)C(=O)CCN=C2NS(=O)(=O)c3ccccc32)c1
  -8%, 0%, -1%, ?
- Cc1cc(C(=O)OCC(=O)NCCN2C(=O)CSC2=O)ccc1[N+](=O)[O-]
  1%, 1%, -6%, 2
- CN(C(=O)CSc1nccc(=O)[nH]1)C1CCCCC1
  -5%, -1%, 0%, -6
- O=S(=O)(c1ccc2ccccc2c1)N1CCN(c2ccc(O)cc2)CC1
  -4%, -2%, -42%, 3
- COC(=O)c1ccc2c(c1)c(-c1ccccc1)c(-c1ccccc1)n2C
  -3%, -1%, 12%, -8
- C=CC(C)(C)c1c2occc2c(O)c2ccc(=O)oc12
  13%, -7%, -15%, -7
- CC[C@@H]1C=C(C(=O)O)[C@H](c2ccc(OC)c(OC)c2)N1S(=O)(=O)c1ccc(C)cc1
  -2%, 5%, 12%, -1
- Cc1ccccc1-c1cc(=O)c2ccccc2o1
  9%, 7%, -26%, ?
- CC[C@@]1(C(=O)OC)N[C@H](CN(C)C(=O)Nc2ccc(Cl)cc2)[C@@H]2C(=O)N(Cc3ccccc3)C(=O)[C@@H]21
  -3%, -1%, 7%, 0
- CC(C)(C)OC(=O)C[C@H]1C/C=C\C[C@H](CC(=O)NCCO)C(=O)NC[C@H](c2ccccc2)OC1=O
  -1%, 3%, 0%, -17
- O=C(COC(=O)c1ccccn1)NNC(=O)c1ccc(Br)cc1
  2%, 5%, 0%, -12
- CN(C(=O)c1ccc(NC(=O)C2CCCN(C(=O)OC(C)(C)C)C2)cc1)C1CC1 (centres undefined)
  -2%, 0%, 0%, -15
- O=C(Nc1cc(Cl)ccc1N1CCOCC1)C1CC1
  2%, 0%, -4%, -18
- COc1ccc(/C=C/C(=O)OCC(=O)N(C)CC(=O)Nc2ccc(C)cc2)c(OC)c1
  5%, 7%, ?, -13
- CC(N=C1NS(=O)(=O)c2ccccc21)C(=O)NCc1ccc(F)cc1 (centres undefined)
  -1%, 3%, -10%, -1
- Cc1ccsc1CN(C)CC(=O)Nc1ccccc1C(=O)NC1CC1
  4%, -1%, 0%, -5
- CCOc1ccc(C(=O)CCC(=O)N2CCN(c3ccccc3O)CC2)cc1
  -1%, -1%, -8%, 7
- Cc1noc(C)c1NC(=O)N(C)C[C@H]1Oc2ccc(NS(=O)(=O)c3ccccc3)cc2C(=O)N([C@H](C)CO)C[C@@H]1C
  1%, 2%, 2%, 4
- O=C(Nc1ccc(Cl)c(S(=O)(=O)N2CCOCC2)c1)c1ccncc1
  -4%, -6%, -33%, -23
- CC(C)NC(=O)N(C)C[C@H]1Oc2ccc(NS(=O)(=O)c3ccccc3)cc2C(=O)N([C@H](C)CO)C[C@@H]1C
  0%, 2%, 13%, -10
- CC1CN(C(=O)COC(=O)c2cc3ccccc3cc2O)CC(C)O1 (centres undefined)
  3%, -3%, 0%, 7
- COc1ccc(S(=O)(=O)Nc2cccc3c2O[C@H](CN(C)CC2CC2)[C@@H](C)CN([C@H](C)CO)C3=O)cc1
  3%, 5%, -15%, -6
- CCSc1ccc([C@@H]2[C@H]3C(=O)N(CC)C(=O)[C@H]3[C@]3(C(=O)OC)CCCCN23)cc1OC
  -5%, -2%, -46%, 1
- C=CCN(c1ccccc1OC)S(=O)(=O)c1cccc(C(=O)NC2=NCCS2)c1
  3%, -18%, -32%, -2

Of the compounds above, four have an aryl thioether with sulfur outside any ring:
Under each structure: p53 reactivator, ELG1 genotox, BRCA1 expr act, Giardia kill
- COc1ccc2c(C)cc(SCC(=O)NC3CCCCC3)nc2c1
  0%, -4%, -26%, 4
- COc1ccc(NC(=O)CSc2ccc(NC(C)=O)cc2)cc1S(=O)(=O)N1CCOCC1
  6%, 4%, -8%, -11
- CN(C(=O)CSc1nccc(=O)[nH]1)C1CCCCC1
  -5%, -1%, 0%, -6
- CCSc1ccc([C@@H]2[C@H]3C(=O)N(CC)C(=O)[C@H]3[C@]3(C(=O)OC)CCCCN23)cc1OC
  -5%, -2%, -46%, 1

Following part.
Under each structure: p53 reactivator, ELG1 genotox, BRCA1 expr act, Giardia kill
- Cc1nc(SC(C)C(=O)NCc2ccc3c(c2)OCO3)nc(C)c1C (centres undefined)
  -2%, 0%, 0%, 21
- N#Cc1ccc(OCC(=O)Nc2ccc(S(=O)(=O)N3CCOCC3)cc2)cc1
  -5%, -1%, 4%, 3
- CON(C)C(=O)CCN(C(=O)OC(C)(C)C)c1ccccc1
  1%, 3%, 18%, 15
- C[C@H](CO)N1C[C@H](C)[C@@H](CN(C)Cc2ccc(-c3ccccc3)cc2)Oc2c(NS(=O)(=O)c3cccs3)cccc2C1=O
  -3%, -6%, -9%, -8
- CN(C(=O)c1ccc(NC(=O)C2CCCN(C(=O)OC(C)(C)C)C2)cc1)C1CCCC1 (centres undefined)
  -1%, -2%, -23%, -12
- CCN(C(=O)COc1ccc(N(C)S(=O)(=O)c2ccc(NC(C)=O)cc2)cc1)C1CCCCC1
  -9%, 0%, -36%, 14
- CC1CCN(C(=O)c2ccc(CNS(=O)(=O)c3ccc(C(C)(C)C)cc3)cc2)CC1
  20%, -7%, -45%, -4
- O=C1CCN(Cc2ccccc2)C=C1c1ccc2ccccc2c1
  ?, ?, 59%, -14
- Cc1cc(C(=O)COc2ccc(C#N)cc2)c(C)n1CC1CCCO1 (centres undefined)
  25%, -2%, 3%, -1
- COc1ccc(NC(=O)N(C)C[C@H]2Oc3c(NC(=O)Nc4ccc(C(F)(F)F)cc4)cccc3C(=O)N([C@H](C)CO)C[C@@H]2C)cc1
  10%, -13%, -71%, -3
- C[C@H]1CN([C@@H](C)CO)C(=O)c2cccc(NC(=O)C3CC3)c2O[C@H]1CN(C)Cc1ccncc1
  12%, 1%, -9%, -10
- CCOC(=O)C1=CN(Cc2cccc(F)c2)S(=O)(=O)N(CC)C1c1ccc(Br)cc1F (centres undefined)
  0%, -1%, -25%, 23
- C[C@H](CO)N1C[C@H](C)[C@@H](CN(C)S(C)(=O)=O)Oc2ccc(NC(=O)CCC(F)(F)F)cc2C1=O
  0%, 2%, 0%, -6
- O=C(COC(=O)/C=C/c1cc(Br)ccc1F)NC1CC1
  -3%, 0%, 15%, 5
- CC(C)C[C@H](NC(=O)c1[nH]cnc1C(=O)N[C@@H](C)C(=O)OCc1ccccc1)C(=O)OCc1ccccc1
  0%, -4%, 0%, -16
- CC[C@]12c3[nH]c4ccc(OC)cc4c3CCN1C(=O)C(CC(=O)NCCCN(C)C)C[C@@H]2C(=O)N1CCN(C(=O)C2CC2)CC1 (some centres undefined)
  4%, -5%, 17%, -17
- C[C@H](CO)N1C[C@H](C)[C@@H](CN(C)S(=O)(=O)c2cn(C)cn2)Oc2c(NS(=O)(=O)c3ccccc3)cccc2C1=O
  5%, 6%, -3%, -4
- CCOC(=O)c1c(C)[nH]c(C)c1C(=O)COC(=O)Cc1n[nH]c(=O)c2ccccc12
  -5%, 1%, -12%, -10
- O=C(COC(=O)c1ccc(Br)o1)Nc1cccc(S(=O)(=O)N2CCOCC2)c1
  5%, 2%, -14%, 9
- O=C(COC(=O)CNS(=O)(=O)c1cc(C(F)(F)F)ccc1Cl)NC1CC1
  -2%, -1%, 9%, ?
- CCOc1ccc2oc(C(=O)N3CCCN(C)CC3)c(C)c2c1
  13%, 9%, 53%, 11
- CNC[C@H]1Oc2ccc(NC(=O)C3CCCCC3)cc2CC(=O)N([C@H](C)CO)C[C@@H]1C
  3%, 5%, 4%, -22
- Cc1nc2ccccc2n1CC(=O)OCC(=O)N1CCC(C)CC1
  4%, -1%, -8%, -12
- COc1cccc(N2CCN(C(=O)c3cc(-c4ccccc4)nc4c3cnn4C(C)C)CC2)c1
  3%, -6%, -36%, 17
- COc1ccc([C@H]2CC(=O)C=C(c3cc(Br)ccc3OC)C2)cc1
  -2%, -2%, -70%, -4
- O=C(CN1C(=O)NC(c2ccc(F)cc2)C1=O)NC1CCCCC1 (centres undefined)
  3%, 0%, -7%, -16
- C[C@H]1COC(=O)[C@@H](Cc2ccc(F)cc2)C/C=C\C[C@@H](CC(=O)N[C@@H](CO)Cc2ccccc2)C(=O)N1
  -1%, -3%, 24%, -22
- COCCCOc1cc(NCc2ccccc2)c2ncn(C(C)C)c2c1
  -8%, 0%, 0%, -23
- O=C(COC(=O)c1ccccc1)NC1CCCCCC1
  15%, 6%, -14%, 6
- Cc1cc(Cl)cc(C)c1OCC(=O)NC1CCCCCC1
  7%, 2%, 1%, 10
- CC(C)CC1Nc2ncnc(N3CCN(c4ccccn4)CC3)c2N(Cc2ccc(Cl)cc2)C1=O (centres undefined)
  -1%, 4%, -49%&-61%, -26
- C[C@H]1COC(=O)[C@H](CC(=O)OC(C)(C)C)C/C=C\C[C@@H](CC(=O)N[C@H](CO)Cc2ccccc2)C(=O)N1
  -5%, 2%, -21%, 36[activator]
- O=C(COC(=O)Cc1ccc(S(=O)(=O)N2CCOCC2)s1)Nc1ccc(F)cc1F
  -2%, 0%, -3%, -20
- O=C(Cn1cnc2c(NCc3ccccc3)ncnc21)NCc1ccccn1
  7%, -4%, 10%, -1
- COc1cc2sc3cc(NCC[C@@H]4CCCN4C)ccc3c(=O)c2cc1OC
  ?, ?, 40%, -12
- CCN(CC(=O)Nc1ccc(NC(C)=O)cc1)C(=O)c1c(C)nn(-c2ccc(F)cc2)c1Cl
  -8%, -6%, -20%, -23
- Cc1ccc(NC(=O)c2ncn(CC(=O)NCc3ccccc3)n2)cc1C
  ?, ?, ?, ?
- CS(=O)(=O)c1ccc(-c2sc3cc4c(cc3c2C(=O)NN2CCOCC2)OCO4)cc1
  4%, -1%, -15%, 11
- CCN1C(=O)[C@@H]2[C@@H](c3ccc(SC4CCCCC4)c(OC)c3)N3CCCC[C@@]3(C(=O)OC)[C@@H]2C1=O
  0%, -2%, 0%, -27
- C[C@H](CO)N1C[C@H](C)[C@@H](CN(C)S(=O)(=O)c2ccc(F)cc2)Oc2ccc(NS(=O)(=O)c3cccs3)cc2C1=O
  -2%, 1%, 11%, 11
- O=C(NCc1ccc(Cl)cc1)[C@@H]1CCCN1S(=O)(=O)c1ccc(Cl)cc1
  -13%, -6%, -19%, 6
- O=C(COC(=O)c1ccc([N+](=O)[O-])o1)NC1CCCC1
  2%, 2%, -23%, -8
- Cc1ccc(NC(=O)CN2C(=O)N/C(=C\c3ccco3)C2=O)cc1
  3%, -1%, 0%, -13
- O=S(=O)(Nc1cccc(S(=O)(=O)N2CCCC2)c1)c1ccc(Cl)cc1
  0%, 0%, -5%, 1
- COc1ccc(-c2c(-c3cc(OC)cc(OC)c3)n(C)c3ccc(-c4ccc(OC)c(F)c4)cc23)cc1
  -3%, 1%, -10%, 56[activator]
- CNC[C@H]1Oc2ccc(NC(=O)Cc3cn(C)c4ccccc34)cc2CC(=O)N([C@@H](C)CO)C[C@H]1C
  1%, -1%, 6%, -16
- CC(NC(=O)COC(=O)c1cc(S(=O)(=O)N2CCOCC2)ccc1F)c1ccccc1 (centres undefined)
  -2%, 2%, 33%, -18
- O=C(CCNC(=O)c1ccc(Br)cc1)NNC(=O)c1ccccc1
  2%, -3%, -3%, -17
- CCCCNS(=O)(=O)CCNCCc1ccccc1
  4%, -3%, 10%, -5
